# Screening results: PubChem BioAssay, several laboratories
# ASAP1 inh: inhibitors of human ASAP1 ArfGAP activity; 360,000 compounds, 0.19% hits; inhibition, % at 16.5 µM; AID 624377; ASAP1-stimulated ARF1 GTP hydrolysis, GDP FP detection; in the data active = inhibition above about 25%;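 also: 0% = vehicle with enzyme and substrate and 100% = no enzyme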
# Target sequence (Q9ULH1 325-724 limits assumed): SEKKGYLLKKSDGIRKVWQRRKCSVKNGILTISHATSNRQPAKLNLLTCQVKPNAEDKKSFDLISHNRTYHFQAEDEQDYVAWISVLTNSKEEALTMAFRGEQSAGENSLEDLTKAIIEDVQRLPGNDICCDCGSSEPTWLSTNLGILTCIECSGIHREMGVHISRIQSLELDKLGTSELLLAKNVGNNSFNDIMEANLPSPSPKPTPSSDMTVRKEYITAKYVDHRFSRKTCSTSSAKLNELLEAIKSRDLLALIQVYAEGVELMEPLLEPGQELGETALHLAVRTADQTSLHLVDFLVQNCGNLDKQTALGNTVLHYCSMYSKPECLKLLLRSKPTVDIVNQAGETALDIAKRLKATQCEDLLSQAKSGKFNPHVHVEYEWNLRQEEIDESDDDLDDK
# proKLK7 act: activates the human kallikrein-7 zymogen | P49862 | purified proKLK7, EDANS-DABCYL substrate fluorescence; 100% is mature enzyme control, 0% vehicle | activation, % at 7 µM | 370,000 compounds, 0.9% hits | AID 652039;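 active = activation above the mean of all tested compounds plus 3 SD, computed per campaign excluding outliers beyond control limits, cut at about 13% in these data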
# DDE Tn6 FP inh: disrupts Tn6 cyclic peptide binding to fibrin D-Dimer-E complex | P02675 | Fibrin DD(E) TRITC-Tn6 fluorescence polarization displacement | inhibition, % at 8.3 µM | 370,000 compounds, 0.21% hits | AID 720509;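 active = inhibition above a per-campaign cutoff: mean of compounds within control limits plus 3 SD, cut at about 15% in these data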;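 also: 0% = median of all compound wells on the plate and 100% = blocking peptide control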
# UHRF1 binding: blocks human UHRF1 binding to methylated DNA; Q96T88; UHRF1 binding to methylated oligo, TR-FRET; inhibition, % at 4.4 µM; 370,000 compounds, 0.75% hits; AID 687016; in the data active = inhibition above about 21%;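 also: UHRF1 SRA domain binding a hemimethylated CpG hairpin DNA probe; 0% = median of test compound wells and 100% = reference inhibitor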
# PLCb3 inh: inhibitors of human phospholipase C beta3 | inhibition, % at 12.2 µM | 370,000 compounds, 0.18% hits | AID 720704 | Purified PLC-beta3, fluorogenic substrate, fluorescence | Q01970; in the data active = inhibition above about 11%;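 also: 0% = median of compound wells on plate and 100% = full blocker control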
# PLC-gamma1 inh: inhibitors of human phospholipase C gamma1 | purified PLC-gamma1, fluorogenic substrate, fluorescence | P19174 | inhibition, % at 12.2 µM | 370,000 compounds, 0.84% hits | AID 720700; in the data active = inhibition above about 9.5%
# HGIII-sPLA2 inh: Blocks human group III sPLA2 activity. Q9NZ20. QFRET BODIPY PC-A2 liposome hydrolysis, fluorescence. inhibition, % at 12.2 µM. 370,000 compounds, 0.56% hits;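 active = inhibition above mean plus 3 SD of compounds lying within the high and low control bounds, cut at about 19% in these data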;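 also: 0% = median of test compound wells and 100% = no enzyme DMSO wells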
# Target sequence (Q9NZ20 whole entry, looked up): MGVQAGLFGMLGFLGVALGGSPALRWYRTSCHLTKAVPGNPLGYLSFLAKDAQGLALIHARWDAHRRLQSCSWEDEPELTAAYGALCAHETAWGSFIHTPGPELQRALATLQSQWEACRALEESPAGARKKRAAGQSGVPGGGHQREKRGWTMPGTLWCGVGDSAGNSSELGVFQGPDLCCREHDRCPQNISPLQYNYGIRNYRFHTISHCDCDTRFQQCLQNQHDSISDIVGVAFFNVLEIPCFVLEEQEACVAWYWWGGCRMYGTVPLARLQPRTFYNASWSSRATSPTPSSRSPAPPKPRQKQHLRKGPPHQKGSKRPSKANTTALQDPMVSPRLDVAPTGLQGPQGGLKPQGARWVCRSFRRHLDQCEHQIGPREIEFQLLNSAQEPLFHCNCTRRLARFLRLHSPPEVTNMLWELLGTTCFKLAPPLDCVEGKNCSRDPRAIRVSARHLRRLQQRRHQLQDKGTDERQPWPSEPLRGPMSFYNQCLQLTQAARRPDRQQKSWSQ
# DDE Tn7 FP inh: inhibitors of Tn7 peptide binding to human fibrin DD(E); P02675; FP displacement of FITC-Tn7 peptide from fibrin DD(E); 0% = median of compound wells per plate; inhibition, % at 8.3 µM; 370,000 compounds, 0.13% hits;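 active = inhibition above the mean of compounds falling within the control limits plus 3 SD of them, cut at about 14% in these data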;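 also: 0% = plate median of compound wells and 100% = 10 µM Aha-Tn7 peptide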
#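 Assay system: Human fibrin DD(E) protein | Medium: Tris buffer with calcium and detergent, pH 7.8 | Reagent: 0.1 µM fluorescent Tn7 | Compound dosing: Single point at 8.3 µM | Times: 10 min preincubation, 3 h with tracer, room temperature | Detection: Fluorescence polarization of the labelled Tn7 tracer | Controls: Aha-Tn7 high control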
# ARFGAP1 inh: inhibits rat ARF GTPase activating protein 1; Q62848; Arfgap1-stimulated ARF1 GTP hydrolysis, GDP FP detection; inhibition, % at 16.5 µM; 360,000 compounds, 0.26% hits;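 active = inhibition above a per-plate limit, mean inhibition of low control wells plus 3 SD, cut at about 25% in these data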;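 also: 0% = DMSO wells with enzyme and 100% = wells lacking Arfgap1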
# Target sequence (Q62848 1-136 limits assumed): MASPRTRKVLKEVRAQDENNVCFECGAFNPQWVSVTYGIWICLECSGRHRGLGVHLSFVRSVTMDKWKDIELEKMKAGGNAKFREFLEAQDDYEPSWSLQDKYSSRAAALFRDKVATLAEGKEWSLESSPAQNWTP
#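 Replicates: Single well per compound | Assay system: Truncated rat Arfgap1 GAP domain | Control set: No-Arfgap1 wells (100%) versus DMSO full-reaction wells (0%) | Times: Enzyme reaction 120 min at 25 °C after 20 min preincubation | Reagent: Human ARF1(Δ1-17)-GTP substrate | Measured by: Tracer-displacement fluorescence polarization with EDTA stop, 620/688 nm | Measure: Percent inhibition of Arfgap1-stimulated GTP hydrolysis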
# Rev-erbA mod: modulators of human Rev-erb alpha DNA binding. 370,000 compounds, 0.79% hits. Rev-erbα–FITC-DNA binding, fluorescence polarization, 90 min. AID 1259318. P20393. activity, % at 10 µM;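 active = activity above about 14%, limit read from the data; passing the limit was not always enough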;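 also: 0% = DMSO wells with 35 nM protein and 100% = DMSO wells with 750 nM protein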
# An asterisk follows results filed as active.
SMILES,ASAP1 inh,proKLK7 act,DDE Tn6 FP inh,UHRF1 binding,PLCb3 inh,PLC-gamma1 inh,HGIII-sPLA2 inh,DDE Tn7 FP inh,ARFGAP1 inh,Rev-erbA mod
CCn1c(SCC(=O)N2CCCCCC2)nc2ccccc2c1=O,-3,-0.1,3,7,-2,3,-4,3,-1,7
CCOC(=O)C1=C(C)OC(N)=C(C#N)C1c1cc2cc(C)ccc2nc1N1CCCCC1 (stereo unspecified),13,-2.9,7,2,-256,-218,-20,-6,-1,4
COc1ccc(C(=O)NC(=S)Nc2ccc(CN3CCOCC3)cc2)cc1Br,17,-0.4,1,3,-6,2,-8,-1,23,0
CSc1ccccc1OCc1cc(C(=O)N[C@H]2CCCCNC2=O)no1,10,0.0,9,1,-12,-1,-2,0,1,-5
O=C(CSc1nc2ccccc2c(=O)[nH]1)Nc1ccccc1N1CCOCC1,-2,0.0,-3,5,-1,1,-2,2,2,-7
Cc1cc(C)cc(NC(=S)NCCCO)c1,0,0.2,2,1,3,5,5,0,-4,-5
CCc1ccc([C@H]2[C@@H]3C(=O)C[C@@H]4C(=O)N(c5ccccc5)C(=O)[C@@H]4[C@@H]3CN2S(=O)(=O)c2ccc(C)cc2)cc1,3,0.7,-3,0,-3,1,-39,0,-14,-3
COc1ccccc1Nc1nc2ccccc2n2cnnc12,-9,0.5,1,-2,-30,-15,-1,0,10,3
COc1ccc(-c2sc3cc4c(cc3c2-c2ccc3c(c2)OCCO3)OCO4)cc1,2,-2.1,2,-2,-3,-4,-7,6,12,18*
Fc1ccc(-c2cnn3c(-c4cccs4)ccnc23)cc1,9,-0.6,4,1,-5,-7,9,1,12,2
O=C(CN1CCOCC1)Nc1cccc(C(=O)Nc2cccc(C(F)(F)F)c2)c1,-1,-0.2,-4,0,2,1,0,5,3,-1
O=[N+]([O-])c1cccc(/C=N/N=C\c2ccccc2)c1,12,0.1,-6,3,-7,-3,13,2,-5,8
COCCN1CCN(C(=O)C2CCC(=O)N(CCc3ccccc3)C2)CC1 (stereo unspecified),7,-0.6,1,3,-6,1,2,-3,8,13
O=C1N[C@@H](Cc2ccccc2)COC(=O)[C@@H](Cc2ccc(F)cc2)CC/C=C/C[C@@H]1CC(=O)N(CCO)Cc1ccccc1,5,0.9,6,2,0,3,-30,4,3,-2
CC1Cc2cc(S(=O)(=O)N3CCC(C(=O)N4CCN(c5ccccc5F)CC4)CC3)ccc2N1C(=O)C1CC1 (stereo unspecified),1,0.6,-5,2,5,4,-16,1,2,5
Cc1ccc(CNC(=O)c2ccc(S(=O)(=O)N3CCCC3)cc2)cc1,9,0.5,9,-1,3,1,-4,-6,10,-7
CCc1ccc(NC(=O)C(=O)N/N=C(\C)CC(=O)NCCOC)cc1,11,0.1,2,-1,-3,2,2,-6,9,-1
COc1ccc(NC(=O)CSc2nnnn2Cc2ccccc2)cc1,-5,0.4,0,-1,3,-3,-4,-3,-4,8
C=CCn1c(=O)c2c(nc3n2CCCN3CCc2ccc(OC)c(OC)c2)n(C)c1=O,-3,0.3,-5,-1,-4,1,1,-2,5,-2
O=C(C[n+]1cccc(CNC(=O)c2ccc(OC(F)F)cc2)c1)Nc1ccc(F)cc1,13,-1.1,-6,3,3,8,-12,0,14,0
O=C(CN1CCSC1=NCc1ccccc1)c1ccc(Cl)cc1,12,-0.8,6,3,-1,-1,-15,1,6,-8
CC1=C(C#N)C(NC(=O)c2cccc(Cl)c2)(C(F)(F)F)C(=O)N1 (stereo unspecified),-2,-0.3,-2,0,1,0,-2,6,10,-3
CCC1Oc2ccccc2N(CC(=O)NCCN2CCc3ccccc3C2)C1=O (stereo unspecified),4,0.1,-6,2,0,2,-13,-3,1,-1
Cc1oc2nc(SCC(=O)NC3CCCCC3)nc(N)c2c1C,-5,-0.7,2,2,1,0,-4,-3,2,-2
COc1ccc(Cc2noc(CN(C)CCc3ccccc3)n2)cc1OC,0,-0.2,10,1,-5,2,0,-1,-5,2
CCCOc1ccc(N2C(=O)CC(N3CCN(c4ccccc4OC)CC3)C2=O)cc1 (stereo unspecified),-3,0.6,-3,-2,5,4,-9,0,-17,-1
COc1ccccc1NS(=O)(=O)c1cc([N+](=O)[O-])ccc1N/N=C/c1c[nH]c2ccccc12,7,0.4,1,3,-5,-4,-8,-1,-2,-2
O=C(O)c1ccc(OS(=O)(=O)c2ccc(Cl)s2)c(Cl)c1,-18,0.1,-6,12,-4,-1,-12,6,5,5
C/C(=N\NC(=O)CNc1cccc(C(F)(F)F)c1)c1cccs1,9,0.2,-1,-1,0,0,-4,-1,1,0
O=C(NCCCN1CCOCC1)c1ccc2c(c1)N(Cc1c(F)cccc1Cl)C(=O)CS2,4,0.2,-6,1,-1,2,2,-6,-2,-5

# One compound at a time (already shown). Values in the order: ASAP1 inh | proKLK7 act | DDE Tn6 FP inh | UHRF1 binding | PLCb3 inh | PLC-gamma1 inh | HGIII-sPLA2 inh | DDE Tn7 FP inh | ARFGAP1 inh | Rev-erbA mod
# O=C(NCCCN1CCOCC1)c1ccc2c(c1)N(Cc1c(F)cccc1Cl)C(=O)CS2 is entered as 4 | 0.2 | -6 | 1 | -1 | 2 | 2 | -6 | -2 | -5
# Cc1oc2nc(SCC(=O)NC3CCCCC3)nc(N)c2c1C is entered as -5 | -0.7 | 2 | 2 | 1 | 0 | -4 | -3 | 2 | -2
# O=C(O)c1ccc(OS(=O)(=O)c2ccc(Cl)s2)c(Cl)c1 is entered as -18 | 0.1 | -6 | 12 | -4 | -1 | -12 | 6 | 5 | 5
# COc1ccc(Cc2noc(CN(C)CCc3ccccc3)n2)cc1OC is entered as 0 | -0.2 | 10 | 1 | -5 | 2 | 0 | -1 | -5 | 2
# C/C(=N\NC(=O)CNc1cccc(C(F)(F)F)c1)c1cccs1 is entered as 9 | 0.2 | -1 | -1 | 0 | 0 | -4 | -1 | 1 | 0

# Next part
SMILES,ASAP1 inh,proKLK7 act,DDE Tn6 FP inh,UHRF1 binding,PLCb3 inh,PLC-gamma1 inh,HGIII-sPLA2 inh,DDE Tn7 FP inh,ARFGAP1 inh,Rev-erbA mod
CCNc1nc(SC)nc(N(C#N)CC(=O)OC)n1,-2,-0.4,-2,0,0,-1,-3,6,9,0
CCCCNC(=O)C[C@@H]1C[C@@]2(C(=O)OCC)CCCC=C2N(Cc2ccc(Cl)cc2Cl)C1=O,3,0.7,-6,-1,4,5,-5,0,-4,1
COc1ccc(NC(=O)Cn2c([N+](=O)[O-])cnc2C)c(OC)c1,-5,0.2,-3,0,5,2,-1,-2,4,1
COc1ccc(-c2noc(-c3ccc(Br)o3)n2)cc1,-8,0.9,-6,-3,-5,-3,4,0,6,0
O=C1CCCc2sccc2N1,3,1.0,4,-1,0,1,4,5,9,1
Cn1c(CCNC(=O)c2ccccc2F)nnc1SCC(=O)Nc1ccccc1F,-4,-0.1,-5,-2,-8,-1,1,-3,0,7
FC(F)Oc1ccc(/C=N/n2c(Cc3ccc(Br)cc3)n[nH]c2=S)cc1,15,0.0,0,3,-6,2,-4,-2,16,-4
CC(C)C(Cl)=NOC(=O)Nc1ccc(F)cc1,2,-0.4,20*,1,3,0,-1,-4,-3,-1
CCn1cc([N+](=O)[O-])c(C(=O)Nc2ccn(C34CC5CC(CC(C5)C3)C4)n2)n1,-2,-0.6,3,4,2,9,-6,1,-2,-1
O=C(NC(=S)Nc1ccc(CN2CCOCC2)cc1)c1ccc2c(c1)OCCO2,-2,0.0,-4,12,-1,0,-2,-3,3,4
O=C(CSc1nccn1-c1ccccc1)NCc1ccc(F)cc1,5,-0.2,-6,-4,-1,5,-5,1,-3,-3
COc1ccc(C(=O)Nc2nc(N3C(=O)c4ccccc4C3=O)n(-c3ccccc3)n2)cc1,-1,0.7,-5,-2,0,-1,2,7,11,2
CC(=O)O[C@@H]1C=C[C@@H](C#Cc2ccc(C(C)(C)C)cc2)O[C@@H]1COC(=O)NC(C)C,1,0.3,0,2,-7,-2,-1,-1,-6,1
O=C(c1cc(-c2ccc(F)cc2)on1)N1CCN(c2ccc(F)cc2)CC1,6,-0.2,-3,1,-7,-2,6,5,4,-3
COc1ccc(C[C@@H]2CN3C(=NC[C@@H]3C)N2C[C@H](C)NC(=O)c2ccc(C)c(Br)c2)cc1,-11,-0.1,-3,13,4,3,6,-2,-2,-1
CC1(C)Cc2ccccc2/C(=C/C(=O)c2ccccc2)N1,-3,0.3,0,7,3,6,10,-4,-1,-4
Cc1cnc(NC(=O)c2cc(S(=O)(=O)N(C)C)ccc2N2CCCC2)s1,0,1.1,-6,3,-46,-28,2,-3,4,7
COc1ccc(N2CCN(C(=O)COC(=O)c3ccc(OC(F)F)cc3)CC2)cc1,-10,-0.6,7,1,-8,-1,5,5,-2,1
O=S1(=O)CCOC[C@H](CC2CCCCC2)N1Cc1cccc(F)c1,-1,-0.2,-1,0,-3,4,3,3,4,7
Cn1c2c(c3ccccc31)CC/C2=N\O,8,-0.3,7,0,0,-12,3,1,0,4

# An excerpt from above in order of their number in UHRF1 binding, rising.
SMILES,ASAP1 inh,proKLK7 act,DDE Tn6 FP inh,UHRF1 binding,PLCb3 inh,PLC-gamma1 inh,HGIII-sPLA2 inh,DDE Tn7 FP inh,ARFGAP1 inh,Rev-erbA mod
CC(=O)O[C@@H]1C=C[C@@H](C#Cc2ccc(C(C)(C)C)cc2)O[C@@H]1COC(=O)NC(C)C,1,0.3,0,2,-7,-2,-1,-1,-6,1
CC1(C)Cc2ccccc2/C(=C/C(=O)c2ccccc2)N1,-3,0.3,0,7,3,6,10,-4,-1,-4
COc1ccc(C[C@@H]2CN3C(=NC[C@@H]3C)N2C[C@H](C)NC(=O)c2ccc(C)c(Br)c2)cc1,-11,-0.1,-3,13,4,3,6,-2,-2,-1

# Next part
SMILES,ASAP1 inh,proKLK7 act,DDE Tn6 FP inh,UHRF1 binding,PLCb3 inh,PLC-gamma1 inh,HGIII-sPLA2 inh,DDE Tn7 FP inh,ARFGAP1 inh,Rev-erbA mod
COc1ccc(CN2CCN(C3CCC3)CC2CCO)cc1C (stereo unspecified),13,-0.6,1,-1,-4,1,-3,-4,6,-1
CSCCC(NC(=O)COc1ccccc1)C(=O)NCC1COc2ccccc2O1 (stereo unspecified),6,-0.7,8,2,-2,2,-1,-2,-3,11
CCOc1ccccc1C(=O)NCC(=O)N(C)Cc1ccccc1C,7,-0.3,8,-4,0,3,-5,1,2,1
CCCCn1nnnc1C1(C)CCC(=O)N1Cc1ccco1 (stereo unspecified),9,0.2,2,6,1,8,15,-3,7,4
